# Screens: PubChem, Southern Research Specialized Biocontainment Screening Center
# tuberculosis growth – growth inhibition of non-replicating M. tuberculosis (AID 488890) | actives 0.39% (n = 320,000) | one-dose inhibition, % at 25 µM; IC50 in µM for titrated hits | Mycobacterium tuberculosis non-replicating, growth inhibition; higher % means a stronger effect; in the data active means a potency from the dose series; inconclusive means inhibition mostly from about 82% at the one dose, without a potency; inactive means the rest, 99 in 100 with inhibition below about 76%;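 further: plate controls were DMSO cells for no effect and high antibiotic wells for full effect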
# M. tuberculosis HTS – M. tuberculosis growth inhibition, HTS (AID 449762); inhibition, % at 25 µM; hits with a dose series show IC50 in µM; actives 0.59% (n = 330,000); M. tuberculosis H37Rv growth inhibition, 7H9 media; higher % means a stronger effect; in the data active means a potency from the dose series; inconclusive means inhibition above about 70% without an active follow-up result;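 further: bacterial growth assessed after seven days of incubation; strong numbers were not always called active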
# VEEV TC-83 Vero – inhibitors of VEEV TC-83 cytopathic effect, confirmation, Vero cells (AID 588727); Vero cells, VEEV TC-83 cytopathic effect inhibition; higher % means a stronger effect; one-dose inhibition, % at 20 µM; IC50 in µM for titrated hits; actives 0.13% (n = 350,000); in the data active means a potency from the dose series; inconclusive means inhibition mostly from about 14% at the one dose, without a potency; inactive means the rest, 99 in 100 with inhibition below about 12%; further: strong numbers were not always called active
# PhoP GFP inhibition – PhoP regulon inhibitors, Salmonella typhi PhoP promoter GFP reporter, confirmatory (AID 1850). Salmonella Typhi PhoP-promoter GFP reporter, fluorescence, 4 h; higher % means a stronger effect. inhibition, % at 50 µM, or IC50 in µM where a hit was titrated. actives 0.33% (n = 310,000); in the data active means a potency from the dose series; inconclusive means inhibition mostly from about 25% at the one dose, without a potency; inactive means the rest, 99 in 100 with inhibition below about 19%;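 further: 0% = induced wells with vehicle and 100% = uninduced wells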
# H1N1 NS1A inhibition – H1N1 influenza NS1A inhibitors, functional cell based assay (AID 504329); NS1A functional cell-based assay, percent inhibition; higher % means a stronger effect; inhibition, % at 12.5 µM, or IC50 in µM where a hit was titrated; actives 0.3% (n = 340,000); in the data active means a potency from the dose series; inconclusive means inhibition above about 27% without an active follow-up result; further: strong numbers were not always called active
# VEEV TC-83 Vero 10K pilot screen – further read-out of VEEV TC-83 Vero, marked with its call; inhibition, %; measured here: 10K pilot screen inhibition
# * hit, by the source's call; i = inactive; ? = inconclusive; . = not tested or not shown.
SMILES,tuberculosis growth,M. tuberculosis HTS,VEEV TC-83 Vero,PhoP GFP inhibition,H1N1 NS1A inhibition,others
O=C(Cc1ccc(Cl)cc1)Nc1ccc(N2CCN(C(=O)c3ccco3)CC2)cc1,50%,?,i,-5%,7%,
Nc1cc(N)nc(SCC(=O)NNC(=O)c2ccc(Cl)cc2)n1,10%,-5%,2.0%,-7%,-2%,
O=C(CNC(=O)c1ccc(Br)o1)NC1CCCCC1,-7%,-9%,4.4%,3%,-12%,
CS(=O)(=O)NCCNc1cc(Cl)ccc1[N+](=O)[O-],-5%,-6%,1.8%,13%,6%,
CCN(CC)CCCn1c2c(c(SCC(=O)Nc3nc4ccccc4s3)nc1=O)CCC2,0%,-2%,10%,13%,11%,
Cc1ccc(C(=O)CSc2ccccn2)cc1,?,65%,0.6%,-18%,2%,
Cc1ccc(C2(C)NC(=O)N(CC(=O)N3c4ccccc4NC(=O)CC3C)C2=O)cc1 (stereo unspecified),-16%,-8%,5.8%,.,3%,
CC(=O)Nc1ccc(C(=O)Nc2nc(-c3ccccn3)cs2)cc1,50%,?,0.5%,-6%,7.8µM*,
C=CCN(c1ccccc1)S(=O)(=O)c1cccc(C(=O)NCC(c2ccc(OC)cc2)N2CCCCC2)c1 (stereo unspecified),.,.,6.5%,.,3%,
Cc1cccc(NC(=O)CSc2nnc(CN3CCOCC3)n2C)c1C,-5%,-3%,i,-25%,-6%,
Cn1c(=S)n(C)c2ccccc21,18%,9%,0.8%,-20%,-11%,
C=C(C)C1CC=C(C)/C(=N/NC(=O)C2CC2c2ccccc2)C1 (stereo unspecified),6%,2%,2.4%,4%,10%,
CCOC(=O)[C@H]1[C@H]2COc3cc(OC)ccc3[C@@H]2N2C(=O)c3cc(C)ccc3NC(=O)[C@@]12C,42%,0%,0.7%,-4%,7%,
Cc1cc(C)c2c(CN3CCN(C)CC3)cc(=O)oc2c1,22%,-1%,i,2%,-21%,
Cc1ccc(CNS(=O)(=O)/C=C/c2ccc3c(c2)OCO3)cc1,40%,-5%,1.1%,0%,4%,
COc1cccc(/C=C/C(=O)c2ccc(NC3=NCCCS3)cc2)c1,74%,?,?,-1%,5%,
CCN(CC)C(=O)COc1ccc2c(c1)C(=O)CC(C)(C)O2,-3%,0%,2.8%,4%,-5%,
Cc1ccc(C(=O)CCC(=O)NNC(=O)c2ccccc2O)cc1,-15%,6%,2.3%,.,-10%,
COc1ccc2c(c1)c(=O)oc1cc(OC(C(=O)O)c3ccccc3)ccc12 (stereo unspecified),-9%,1%,i,8%,24%,
C=CCc1cccc(/C=N/NC(=O)C(C)Nc2cccc(C)c2)c1O (stereo unspecified),-44%,1%,0.8%,9%,-15%,

# Among those listed so far, 3 have a Cl atom:
SMILES,tuberculosis growth,M. tuberculosis HTS,VEEV TC-83 Vero,PhoP GFP inhibition,H1N1 NS1A inhibition,others
O=C(Cc1ccc(Cl)cc1)Nc1ccc(N2CCN(C(=O)c3ccco3)CC2)cc1,50%,?,i,-5%,7%,
Nc1cc(N)nc(SCC(=O)NNC(=O)c2ccc(Cl)cc2)n1,10%,-5%,2.0%,-7%,-2%,
CS(=O)(=O)NCCNc1cc(Cl)ccc1[N+](=O)[O-],-5%,-6%,1.8%,13%,6%,

# Returning to the listing, starting two compounds before the break.
SMILES,tuberculosis growth,M. tuberculosis HTS,VEEV TC-83 Vero,PhoP GFP inhibition,H1N1 NS1A inhibition,others
COc1ccc2c(c1)c(=O)oc1cc(OC(C(=O)O)c3ccccc3)ccc12 (stereo unspecified),-9%,1%,i,8%,24%,
C=CCc1cccc(/C=N/NC(=O)C(C)Nc2cccc(C)c2)c1O (stereo unspecified),-44%,1%,0.8%,9%,-15%,
O=C(CCc1nnc(CCc2c[nH]c3ccccc23)o1)NC1CCC1,36%,7%,1.4%,-1%,-27%,
COc1ccc(NC(=O)CN(C)CC(=O)Nc2ccc3c(c2)CCC3)cc1,-8%,?,i,9%,5%,
CC(=O)N1CCN(C(=O)c2cccc(S(=O)(=O)Nc3c(C)n(C)n(-c4ccccc4)c3=O)c2)CC1,.,.,2.8%,.,0%,
O=C(CSc1ncnc2scc(-c3ccccc3)c12)NCc1ccc2c(c1)OCO2,1%,4%,1.9%,-2%,-6%,
Cc1noc(N)c1C(=O)Nc1ccc(C(C)(C)C)cc1,21%,1%,0.5%,7%,-2%,
Cc1oc2c(C)c3oc(=O)c(CCC(=O)N4C[C@H]5C[C@@H](C4)c4cccc(=O)n4C5)c(C)c3cc2c1C,-11%,-7%,10%,10%,-3%,
CCOc1ccc(-c2cc(C(=O)N3CCC(C)CC3)c3ccccc3n2)cc1,17%,-4%,7.1%,-3%,-2%,
O=C(NCCN1CCc2ccccc2C1)C1CCN(S(=O)(=O)N2CCCCC2)CC1,-2%,-6%,i,2%,-7%,
O=C(CN(C(=O)CNC(=O)c1ccco1)c1ccc2c(c1)OCCO2)NC1CCCCC1,1%,1%,0.2%,0%,-7%,
NCCSC1CC(=O)N(c2ccc(F)cc2)C1=O (stereo unspecified),-6%,-8%,1.0%,-11%,-27%,
CCCCC12CN3CCN(CC(C3)/C1=N\NC(=O)Nc1ccccc1)C2,-11%,-10%,1.1%,2%,3%,
CCOC(=O)N1CCC(NC(=O)CSCc2nc(-c3cccc(OC)c3)oc2C)CC1,-8%,0%,0.5%,-4%,-1%,
CC1CCC(NC(=O)COC(=O)c2ccco2)CC1 (stereo unspecified),24%,3%,i,.,-6%,
COc1ccccc1-n1cccc1C=O,-10%,-2%,i,2%,-13%,
COc1ccccc1/C=C1/C(=O)N(c2cc(C)cc(C)c2)C(c2cccc([N+](=O)[O-])c2)S1(=O)=O (stereo unspecified),-8%,-6%,0.2%,-6%,-7%,
O=C(Nc1ccc(C(=O)Oc2ccccc2)c(O)c1)c1ccccc1,?,?,0.8%,-5%,3%,VEEV TC-83 Vero 10K pilot screen=1.9
CCn1nc(C(=O)NNC(=O)c2ccccc2OCc2c(C)noc2C)c2ccccc2c1=O,65%,25%,10%,.,0%,
COc1ccc(C(=O)OCC(=O)N2CCC(C)CC2)cc1S(=O)(=O)N1CCOCC1,.,.,2.0%,.,-10%,
COc1ccc(N(C)C(=O)Nc2ccc3nsnc3c2)cc1,.,.,i,.,4%,
CCn1c(SCc2ccc(F)cc2)nc2c(c1=O)SCC2,25%,5%,7.2%,-5%,4%,

# Entries shown so far that contain a nitro group on carbon (two):
SMILES,tuberculosis growth,M. tuberculosis HTS,VEEV TC-83 Vero,PhoP GFP inhibition,H1N1 NS1A inhibition,others
CS(=O)(=O)NCCNc1cc(Cl)ccc1[N+](=O)[O-],-5%,-6%,1.8%,13%,6%,
COc1ccccc1/C=C1/C(=O)N(c2cc(C)cc(C)c2)C(c2cccc([N+](=O)[O-])c2)S1(=O)=O (stereo unspecified),-8%,-6%,0.2%,-6%,-7%,

# Other results follow.
SMILES,tuberculosis growth,M. tuberculosis HTS,VEEV TC-83 Vero,PhoP GFP inhibition,H1N1 NS1A inhibition,others
CCCc1cc(C(=O)Nc2ccc(C)cc2)no1,79%,-3%,0.6%,8%,-6%,
Cc1ccc(Cl)cc1NC(=O)COC(=O)Cn1cnc2c1c(=O)n(C)c(=O)n2C,21%,9%,i,3%,2%,
CCOC(=O)C1=NN(c2ccc(C)cc2)CC1C(=O)OC (stereo unspecified),10%,2%,i,-7%,-15%,
CC1(C)CC(=O)C(/C=N/c2ccccn2)=C(O)C1,-8%,5%,0.7%,5%,-4%,
COc1ccccc1N1CC(C(=O)Nc2nc(C)cs2)CC1=O (stereo unspecified),0%,-9%,7.3%,.,-11%,
Cc1c(Nc2c3ccccc3nc3ccccc23)c(=O)n(-c2ccccc2)n1C,8%,11%,5.8%,-1%,-1%,
Cc1cc(C)c2c(=O)[nH]c(SCC(=O)NCCc3ccccc3)nc2n1,3%,-6%,0.3%,16%,-3%,
CC1Cc2ccccc2N1CC(=O)NC(=O)NC1CCCC1 (stereo unspecified),8%,4%,1.7%,2%,-3%,
COc1ccc(CCN(C)C(=O)N2CCOCC2)cc1OC,-2%,-4%,1.8%,1%,-4%,
COc1ccc(C2=NS(=O)(=O)N(C)C(C(=O)N3CCN(C)CC3)=C2)cc1,-3%,-2%,0.2%,4%,0%,VEEV TC-83 Vero 10K pilot screen=0.2
CCOC(=O)Nc1ccc([N+](=O)[O-])cc1C,-4%,1%,0.8%,-2%,-4%,
CCOC(=O)C[C@H]1c2cc(F)ccc2S(=O)(=O)N1C1CCCCC1,4%,6%,0.4%,-10%,-8%,
CCn1nnc(-c2ccccc2NC(=O)C(F)(F)F)n1,-4%,-13%,0.4%,-7%,-4%,
O=C1c2ccccc2NC(c2ccc(-c3cccc(Cl)c3)o2)N1O (stereo unspecified),13%,4%,0.6%,0%,0%,
CC1Cc2cc(S(=O)(=O)NCc3ccccc3)ccc2N1C(=O)C1CCC1 (stereo unspecified),-8%,-2%,1.0%,3%,-15%,
CC(=O)c1ccc(-n2nnnc2SCC(=O)NC2CCCCC2)cc1,6%,2%,3.5%,3%,10%,
Cc1cccc(NC(=O)CSCC(=O)Nc2cc(Cl)ccc2N2CCOCC2)c1,-1%,-3%,8.4%,8%,-5%,
CCOc1ccc(/C=C/C(=O)OCC(=O)NCCc2ccc(OCC)c(OCC)c2)cc1OC,4%,1%,2.7%,0%,-2%,
COc1ccc2[nH]c3nc(SCC(=O)NC4CC4)nnc3c2c1,-5%,-9%,1.4%,5%,-4%,
Cc1[nH]n(-c2ncc(-c3ccccc3)s2)c(=O)c1C(c1ccc(Br)cc1)C(C#N)C#N (stereo unspecified),-18%,-10%,0.1%,-5%,1%,

# Overlap with the part before: six compounds, followed by the next part.
SMILES,tuberculosis growth,M. tuberculosis HTS,VEEV TC-83 Vero,PhoP GFP inhibition,H1N1 NS1A inhibition,others
CC1Cc2cc(S(=O)(=O)NCc3ccccc3)ccc2N1C(=O)C1CCC1 (stereo unspecified),-8%,-2%,1.0%,3%,-15%,
CC(=O)c1ccc(-n2nnnc2SCC(=O)NC2CCCCC2)cc1,6%,2%,3.5%,3%,10%,
Cc1cccc(NC(=O)CSCC(=O)Nc2cc(Cl)ccc2N2CCOCC2)c1,-1%,-3%,8.4%,8%,-5%,
CCOc1ccc(/C=C/C(=O)OCC(=O)NCCc2ccc(OCC)c(OCC)c2)cc1OC,4%,1%,2.7%,0%,-2%,
COc1ccc2[nH]c3nc(SCC(=O)NC4CC4)nnc3c2c1,-5%,-9%,1.4%,5%,-4%,
Cc1[nH]n(-c2ncc(-c3ccccc3)s2)c(=O)c1C(c1ccc(Br)cc1)C(C#N)C#N (stereo unspecified),-18%,-10%,0.1%,-5%,1%,
c1cc2c(cn1)cnc1cscc12,-10%,0%,1.0%,-10%,-34%,
Cc1ccc(OCC(=O)N2CCN(C(=O)c3ccncc3)CC2)cc1,-7%,1%,0.0%,0%,-5%,
O=C(C1CCC(=O)N(C2CCCC2)C1)N1CCN(c2ccccc2Cl)CC1 (stereo unspecified),10%,4%,2.0%,-14%,3%,
CCOC(=O)C1CCCN(Cc2cc(=O)oc3cc(C)ccc23)C1 (stereo unspecified),23%,12%,1.3%,7%,-2%,
CCN(C(=O)COC(=O)c1nc(Cl)ccc1Cl)c1c(N)n(Cc2ccccc2)c(=O)[nH]c1=O,.,.,1.4%,.,-5%,
Cc1ccccc1NC(=O)c1ccc(C)c(S(=O)(=O)NCc2cccnc2)c1,1%,-7%,0.4%,9%,9%,
Cc1cc(C)c2nc(SCC(=O)Nc3ccc(S(=O)(=O)N4CCCC4)cc3)c(C)cc2c1,17%,-8%,i,-9%,1%,
CNCC(O)c1cc(F)c(OCc2ccccc2)c(OCc2ccccc2)c1F (stereo unspecified),?,?,3.7%,-4%,3%,VEEV TC-83 Vero 10K pilot screen=2.2
CC(=O)NCCN1C(=O)C2C3c4ccccc4C(c4ccccc43)C2C1=O (stereo unspecified),4%,-12%,1.1%,-6%,1%,
COc1cc(NC(=O)c2ccccc2-c2ccccc2)cc(OC)c1,24%,25%,1.8%,11%,-8%,
CCOC(=O)c1ccc(-c2c(C(=O)OCC)oc3cc(O)c(CC)cc3c2=O)o1,-5%,-11%,9.8%,3%,7%,
Nc1ccccc1C#CC(=O)c1ccccc1,<0.1µM*,1.1µM*,?,-8%,19%,
COc1ccc(OCC(=O)Nc2ccc3c(c2)n(C)c(=O)n3C)cc1,35%,-25%,0.3%,-2%,1%,
CCOC(=O)C1=CC[C@@H](c2ccco2)N(S(=O)(=O)c2ccc(C)cc2)[C@H]1C(=O)OCC,9%,-11%,2.3%,.,-19%,
CN(Cc1ccccc1)S(=O)(=O)c1ccc(Cl)c(C(=O)OCC(=O)NC2CCS(=O)(=O)C2)c1 (stereo unspecified),-3%,-3%,2.9%,.,-13%,

# Rows were taken by chance; any-hit rate near 1.5%.
